LAP4-GFP MLPCN: modulators of TOR pathway LAP4-GFP in S. cerevisiae; S. cerevisiae LAP4-GFP multiplex, flow cytometry GFP, 3 h; median GFP as percent of DMSO wells; GFP response vs DMSO, % at 10 µM; 0.34% of 320,000 active; AID 2023;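 active = GFP response vs DMSO above a set limit, about the screen mean plus 3 SD, cut at about 150% in these data; inconclusive = under 70 cell events counted for the yeast strain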
RPL19A TOR yeast: modulators of TOR pathway RPL19A-GFP in S. cerevisiae; S. cerevisiae RPL19A-GFP strain, flow cytometry, 3 h; active compounds read low; percent response vs DMSO, % at 10 µM; 0.3% of 330,000 active; AID 2025;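 active = percent response vs DMSO below 50%; inconclusive = fewer than 70 events counted for the yeast strain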;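 note: median channel GFP fluorescence of the barcoded RPL19A-GFP strain; ratio of sample median GFP to plate DMSO average so 100% = DMSO; lower means less RPL19A-GFP as with rapamycin TOR inhibition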
AGP1 TOR yeast: yeast TOR pathway AGP1-GFP modulation; S. cerevisiae AGP1-GFP multiplex flow cytometry, 3 h; GFP as percent of DMSO wells; GFP response vs DMSO, % at 10 µM; 0.02% of 320,000 active; AID 2066;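 active = GFP response relative to DMSO above a set limit, near screen average plus 3 SD, cut at about 150% in these data; inconclusive = fewer than 70 cells counted for the yeast strain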;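 note: median GFP channel fluorescence of the gated AGP1 strain per well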
procasp3 activ: activators of human procaspase-3 | P42574 | recombinant procaspase-3 D3A, Ac-DEVD-pNA absorbance 405 nm | activation, % at 8.5 µM | 0.11% of 330,000 active | AID 463141;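 active = activation above the mean of all tested compounds plus 3 SD, cut at about 21% in these data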;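 note: 0% = DMSO alone and 100% = DMSO wells spiked with extra 5 µM PC-3 D3A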
Target sequence (P42574 whole entry D9A/D28A/D175A): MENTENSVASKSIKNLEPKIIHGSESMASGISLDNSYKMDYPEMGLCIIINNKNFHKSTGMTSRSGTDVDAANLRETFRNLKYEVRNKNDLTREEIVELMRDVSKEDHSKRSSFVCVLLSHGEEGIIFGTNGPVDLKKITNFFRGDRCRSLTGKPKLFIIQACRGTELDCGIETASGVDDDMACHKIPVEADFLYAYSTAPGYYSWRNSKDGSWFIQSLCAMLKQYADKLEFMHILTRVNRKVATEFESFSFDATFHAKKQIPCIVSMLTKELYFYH
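material = Procaspase-3 D3A mutant | probe or stimulus = Ac-DEVD-pNA | compound = single dose, 8.5 µM nominal compound, 0.8% DMSO | timing = 1 h preincubation, 2 h reaction | measured by = 405 nm absorbance of p-nitroaniline, reads at 0 and 120 min | benchmarks = DMSO-only low control, 5 µM PC-3 D3A high control | repeats = singlicate, each compound tested once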
MEP2-GFP yeast: yeast TOR pathway MEP2-GFP modulation; S. cerevisiae MEP2-GFP strain, flow cytometry GFP, 3 h; 100% = DMSO control level; GFP response vs DMSO, % at 10 µM; 0.51% of 330,000 active;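 active = GFP response versus DMSO above a set limit, roughly screen mean plus 3 SD, cut at about 180% in these data; inconclusive = fewer than 70 cells counted for a yeast strain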;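 note: median GFP fluorescence of the barcode-gated MEP2-GFP cells per well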
CIT2 TOR yeast: yeast TOR pathway CIT2-GFP modulation; S. cerevisiae CIT2-GFP strain, flow cytometry, 3 h; 100 means same as DMSO wells; GFP response vs DMSO, % at 10 µM; 0.065% of 320,000 active;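 active = GFP response relative to DMSO above a set limit, near the screen mean plus 3 SD, cut at about 150% in these data; inconclusive = Fewer than 70 cells measured for a yeast strain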;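 note: ratio of well median GFP fluorescence to mean of DMSO wells on the plate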
proCasp7 act: activates human procaspase-7, counter-screen for procaspase-3 activators | 0.093% of 330,000 active | P55210 | AID 463210 | recombinant procaspase-7, Ac-DEVD-pNA absorbance 405 nm; D23A/D198A/D206A triple mutant, cannot self-cleave; scale: DMSO 0, 5 µM enzyme 100 | activation, % at 8.5 µM;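 active = percent activation above the screen-wide mean plus 3 SD, cut at about 25% in these data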
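Test system: Procaspase-7 triple mutant (PC-7 D3A). Also added: Ac-DEVD-pNA substrate, 400 µM as added. Schedule: 1 h enzyme–compound preincubation and 2 h substrate reaction, both 25 °C. Signal: p-Nitroaniline absorbance at 405 nm, read at 0 and 120 min. Control set: low DMSO alone, high DMSO plus 5 µM PC-7.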
AHR act: human AHR activation | activation, % at 5 µM | AID 2796 | P35869 | 2.5% of 320,000 active | AHR-responsive luciferase reporter cells, luminescence; in the data active = activation above about 47%;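 note: 0% = vehicle wells and 100% = reference agonist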
Target sequence (P35869 whole entry, looked up): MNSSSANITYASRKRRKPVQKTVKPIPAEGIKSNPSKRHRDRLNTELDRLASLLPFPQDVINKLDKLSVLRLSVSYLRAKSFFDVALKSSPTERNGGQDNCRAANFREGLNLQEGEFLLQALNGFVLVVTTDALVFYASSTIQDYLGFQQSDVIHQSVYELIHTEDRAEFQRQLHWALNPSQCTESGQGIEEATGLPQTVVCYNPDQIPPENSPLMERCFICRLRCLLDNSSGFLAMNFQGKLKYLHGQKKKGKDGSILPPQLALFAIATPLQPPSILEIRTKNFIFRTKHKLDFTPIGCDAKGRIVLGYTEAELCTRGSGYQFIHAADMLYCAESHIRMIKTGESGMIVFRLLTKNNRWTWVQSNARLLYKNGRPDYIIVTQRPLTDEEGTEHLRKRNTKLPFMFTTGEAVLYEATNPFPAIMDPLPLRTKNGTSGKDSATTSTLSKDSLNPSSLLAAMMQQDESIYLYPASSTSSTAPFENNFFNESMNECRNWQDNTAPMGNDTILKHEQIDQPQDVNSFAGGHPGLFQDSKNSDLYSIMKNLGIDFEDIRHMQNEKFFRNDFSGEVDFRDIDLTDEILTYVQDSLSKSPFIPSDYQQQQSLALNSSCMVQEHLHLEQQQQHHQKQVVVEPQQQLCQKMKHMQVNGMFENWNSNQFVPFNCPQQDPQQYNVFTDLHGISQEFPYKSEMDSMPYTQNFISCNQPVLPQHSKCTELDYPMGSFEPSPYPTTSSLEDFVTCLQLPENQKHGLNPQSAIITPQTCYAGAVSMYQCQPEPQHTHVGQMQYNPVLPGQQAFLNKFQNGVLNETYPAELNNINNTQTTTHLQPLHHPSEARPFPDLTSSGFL
Active calls of the source: *; u = inconclusive; x = no result given; [ ] = remark or other dose. Outcome played no part in choosing rows. Share with any hit: about 3.5%.

SMILES	LAP4-GFP MLPCN	RPL19A TOR yeast	AGP1 TOR yeast	procasp3 activ	MEP2-GFP yeast	CIT2 TOR yeast	proCasp7 act	AHR act
Cc1ccc(Sc2ccc(CN3CCCC3)cc2[N+](=O)[O-])cc1	95	106	91	-9	102	102	0	4
Cc1[nH]n(-c2ccccc2)c(=S)c1C=NCCCN=Cc1c(C)[nH]n(-c2ccccc2)c1=S	90	98	103	-34	99	103	-33	2
COc1cccc(C(C#N)N2CCCCC2)c1O (configuration not stated)	101	101	109	-2	103	104	-2	11
CCc1ccccc1NC(=O)COc1ccc2oc(-c3ccc(OC)cc3)cc(=O)c2c1	86	100	94	2	73	103	11	-1
c1csc(-c2nc3ccccc3s2)c1	106	96	101	11	107	94	0	4
COc1cc(C(=O)OCC(=O)NC2CCS(=O)(=O)C2)c([N+](=O)[O-])cc1OC (configuration not stated)	104	114	129	-1	112	102	1	-2
Nc1ccccc1C(=O)NCCCN1CCOCC1	90	102	97	-4	96	99	7	1
Cc1ccc(NC(=O)Nc2cccc(Cl)c2)c(C(=O)O)c1	92	103	104	-7	98	100	2	2
O=c1c(Cl)c(N2CCC3(CC2)OCCO3)cnn1C12CC3CC(CC(C3)C1)C2	99	97	104	-3	95	103	6	-1
CCOC(=O)C1(Cc2cccc(F)c2)CCN(Cc2ccc(COC)o2)CC1	103	96	110	3	93	103	0	-1
Cc1ccc(C(=O)NCCc2nc3ccccc3[nH]2)cc1[N+](=O)[O-]	90	101	94	-6	102	94	-3	15
CCCCOc1ccccc1C1NC(=O)CCC1[N+](=O)[O-] (configuration not stated)	107	101	103	2	108	98	-1	3
O=C(Cn1ncc2c(=O)oc3ccccc3c21)NCCC1=CCCCC1	x	97	94	-6	86	98	-1	7
O=C1CCCC/C=C\C[C@H](CC(=O)N(CCO)Cc2ccccc2)C(=O)NCCO1	116	97	104	7	114	106	2	1
CC(Oc1ccc2c(-c3ccccc3)cc(=O)oc2c1)C(=O)N1CCOCC1 (configuration not stated)	88	102	90	8	100	90	-11	-1
CNC(=O)c1cc(Nc2nnc(C)c3ccccc23)ccc1OC	86	90	94	-8	93	85	8	59*
O=c1c(Cl)nc2cc(Cl)ccc2n1CCNc1ncc(C(F)(F)F)cc1Cl	115	102	101	-8	120	111	-13	2
Cc1ccc(NCc2nc3ccccc3n2C)cc1C	96	102	96	-7	99	101	-8	103*
COC(=O)COc1ccc(S(=O)(=O)Nc2ccc3c(c2)OCO3)cc1Cl	101	100	100	-4	102	107	-5	1
O=C(NCC(c1ccco1)N1CCN(c2ccccc2)CC1)C(=O)NC1CCCC1 (configuration not stated)	118	103	108	5	101	96	-5	0
CCN(c1cccc(C)c1)S(=O)(=O)c1cnc[nH]1	97	98	102	-7	95	104	1	7
CC(=O)C1=C(C)N(CC2CC2)C(=O)N[C@H]1c1ccc(Br)cc1	116	101	90	3	101	86	-1	1
COc1cc(OC)c(/C=N/NC(=O)c2ccncc2)cc1Br	98	106	103	-8	104	101	-8	8
Cc1ccc(O)c(C(CC(=O)NCc2ccco2)c2ccccc2)c1 (configuration not stated)	98	103	90	3	109	85	-4	1
Cc1c(S(=O)(=O)Nc2ccc(Br)cc2)c(=O)n(C)c(=O)n1C	103	90	92	1	96	90	3	-2
CCCc1c(C(=O)N/N=C/C(C)=C/c2ccccc2)nnn1-c1nonc1N	89	99	96	-2	93	109	-5	-3
O=C(O)COc1cccc(/C=C2/SC(=S)N(Cc3ccccc3)C2=O)c1	125	97	91	-4	101	84	-9	0
CC(=O)Nc1cc(NC(C)=O)cc(C(=O)OCC(=O)c2ccc3c(c2)NC(=O)CO3)c1	94	88	91	9	88	94	2	0
CN1CCC(N(C)CC(C)(C)NS(=O)(=O)c2ccccc2)CC1	101	100	103	-4	98	106	-2	-1
O=C(CCN1CCCCC1)c1ccc2c(c1)OCCO2	99	95	99	-15	101	93	-37	0
COc1ccc(S(=O)(=O)N2CCCOC2CNC(=O)C(=O)NCc2ccco2)cc1C (configuration not stated)	105	101	103	7	105	101	5	0
Cc1ccc(NC(=O)CCc2ccc(S(=O)(=O)N3CCOCC3)cc2)c(O)c1	98	92	96	5	97	86	2	15
Cc1csc(NC(=O)c2ccc(Br)s2)n1	107	85	78	0	94	89	-1	13
Cc1ccc(C)c(S(=O)(=O)N2CCCOC2CNC(=O)C(=O)NCc2ccccn2)c1 (configuration not stated)	91	100	98	1	95	97	4	-2
COc1ccc(-c2noc(CCC(=O)NC3CCCCCC3)n2)cc1	99	97	97	-1	96	90	7	1
S=C(NCCN1CCOCC1)N/N=C/c1ccccc1	100	99	96	7	102	86	-7	5
COCc1cc(C)nc(SCC(=O)NCc2ccco2)c1C#N	107	104	105	2	107	96	3	-1
CC(=O)c1ccc(OC(=O)C2c3ccccc3Oc3ccccc32)cc1	106	100	102	-4	102	94	-2	1
CCCOC(=O)c1ccc(Oc2cn[nH]c2-c2ccc(OCC)cc2O)cc1	116	102	98	-6	102	90	-5	10
COc1ccccc1N1CCN(C(=O)c2ccc(N3CCCCS3(=O)=O)cc2)CC1	101	99	101	3	101	95	6	6
CN(C)CC1CCCCC1OC(=O)/C=C/c1ccccc1 (configuration not stated)	103	100	102	12	102	103	2	2
CC(C)c1ccc(C2(C)NC(=O)N(CC(=O)NCC3COc4ccccc4O3)C2=O)cc1 (configuration not stated)	92	94	91	3	96	89	2	0
COc1ccc(CCN(C)C(=O)c2ccc(S(=O)(=O)Nc3ccccc3C)cc2)cc1OC	95	100	96	-3	93	96	-3	1
COc1cccc(OC)c1C(=O)Nc1nc(COc2ccccc2)cs1	101	104	104	1	106	102	11	6
COc1ccc(/C=C2\SC(=S)N(NS(=O)(=O)c3ccc(C)cc3)C2=O)c(OC)c1	93	99	104	-11	101	110	-10	1
Cc1ccc(-n2c(-c3ccncc3)n[nH]c2=S)cc1C	109	119	124	2	113	110	-3	-1
CON/C=C(\C=Nc1ccc(Cl)cc1Cl)c1ncc(C(F)(F)F)cc1Cl	104	97	97	0	102	100	6	6
Cc1cc(C)nc(NNC(=O)NC2CCCCC2)n1	98	109	104	-1	109	104	1	-3
Cc1cc(C)cc(N(CC(=O)NCc2ccco2)S(=O)(=O)c2ccccc2)c1	99	108	99	3	101	102	2	0
Cc1ccc(S(=O)(=O)NCCCNc2ccc([N+](=O)[O-])cc2)cc1	115	106	104	6	105	94	-4	-1
CC(=O)O/C(=C\c1cn(C(C)=O)c2ccccc12)C(=O)O	104	99	99	6	98	99	-7	16
O=c1sc(/C=N/Nc2ccccc2)c(Cl)n1Cc1ccccc1	89	106	98	-20	96	97	-27	15
CCOc1ccc(NC(=O)CNC(=O)COc2ccccc2)cc1	94	101	94	8	103	101	6	121*
Cc1ccc(S(=O)(=O)c2cn(C)c3cc(N4CCN(C)CC4)c(F)cc3c2=O)cc1	86	88	93	1	93	96	15	1
Cc1cc2occ(CC(=O)NC3=NCCS3)c2cc1C(C)C	104	96	96	0	104	92	2	1
COC(=O)c1c(NC(=O)CN2C(=O)C(=O)N(CC(C)C)C2=O)sc2c1CCCCC2	87	97	88	3	96	88	-4	-1
Cc1ccc2cc(C3CC(c4ccco4)=NN3S(C)(=O)=O)c(Cl)nc2c1 (configuration not stated)	104	95	103	-1	95	104	-5	-1
C=CCNC(=O)c1onc(CSc2ccc(Cl)cc2)c1C(=O)NCC=C	123	89	79	8	84	87	7	-1
O=C1OCCC1Sc1nc2ccccc2c(=O)n1-c1ccc(F)cc1 (configuration not stated)	92	104	95	5	106	99	8	3
Cc1sc2nc[nH]c(=S)c2c1-c1ccccc1	94	99	93	-2	101	100	-13	5
Next section
SMILES	LAP4-GFP MLPCN	RPL19A TOR yeast	AGP1 TOR yeast	procasp3 activ	MEP2-GFP yeast	CIT2 TOR yeast	proCasp7 act	AHR act
O=C1CN(c2nc(-c3cccs3)nc3sc4c(c23)CCCC4)CCN1	103	104	105	5	108	104	-5	23
O=C(C1CCN(Cc2ccc(F)cc2)CC1)N1CCN(C/C=C/c2ccccc2)CC1	104	93	98	6	101	93	-11	-1
O=C(Nc1nc(-c2cccs2)c(C(=O)C(F)(F)F)s1)c1ccco1	108	105	92	-5	110	98	-8	-1
O=C(NCc1ccco1)c1ccc(COc2ccccc2Cl)cc1	113	102	101	0	99	95	1	-8
Oc1ccccc1-c1cc(-c2ccc(F)cc2)n[nH]1	117	102	91	6	107	98	5	74*
CCN(CC)S(=O)(=O)c1ccc(C(=O)NCc2ccc3c(c2)OCO3)cc1	100	97	100	-6	94	98	7	8
CSCC[C@H](NC(=O)c1ccc(Br)o1)c1nnc2ccccn12	88[may fluoresce violet]	42*[may fluoresce violet]	15[may fluoresce violet]	-4	144[may fluoresce violet]	u	9	3
N#CCCN(CC(=O)O)S(=O)(=O)c1ccccc1	98	99	97	-6	92	92	2	-1
O=C(/C=C/c1ccc2c(c1)OCO2)Nc1nc2ccccc2s1	88	103	96	1	101	102	-4	47
COc1ccc(N2C(=O)CC(NCCNc3ccc([N+](=O)[O-])cn3)C2=O)cc1 (configuration not stated)	90	99	98	-20	99	99	-28	2
O=C(CSc1nnc2ccc(-c3ccncc3)nn12)c1cccs1	104	96	96	-5	99	91	-14	10
COc1ccc2[nH]c(=O)c(CN(C(=O)NC3CCCCC3)C3CCCC3)cc2c1	110	97	101	6	107	99	0	-2
COc1ccc(/C=N/NC(=S)NCC2CCCO2)cc1 (configuration not stated)	96	92	94	-2	94	87	-3	36
CCCNC(=O)c1onc(CSc2cccc(OC)c2)c1C(=O)NCCC	113	101	94	6	97	103	-3	2
Cc1nc2nc(CC(=O)O)[nH]n2c(=O)c1[N+](=O)[O-]	104	95	112	8	103	112	2	-2
CCc1ccc(CNC(=O)c2ccc(OC)c(OC3CCN(C(C)C)CC3)c2)nc1	107	99	101	11	101	102	-2	8
COc1ccc(S(=O)(=O)NCCNC(=O)N2CCOCC2)cc1	114[may fluoresce green]	97[may fluoresce green]	125[may fluoresce green]	4	114[may fluoresce green]	173*[may fluoresce green]	-1	0
N#CCSc1nnc2sc3ccccc3n12	100	99	104	-2	102	96	7	-4
CC1CCc2c(sc3nc(C(C)(C)C)nc(N4CCN(C(=O)CCl)CC4)c23)C1 (configuration not stated)	91	101	101	0	99	101	-3	2
Cc1cc(C)c2nc(SCC(=O)NCCN3C(=O)CSC3=O)cc(C)c2c1	96	106	99	2	108	96	-4	44

An excerpt from the list above, for reference:
SMILES	LAP4-GFP MLPCN	RPL19A TOR yeast	AGP1 TOR yeast	procasp3 activ	MEP2-GFP yeast	CIT2 TOR yeast	proCasp7 act	AHR act
COc1ccc(S(=O)(=O)NCCNC(=O)N2CCOCC2)cc1	114[may fluoresce green]	97[may fluoresce green]	125[may fluoresce green]	4	114[may fluoresce green]	173*[may fluoresce green]	-1	0
N#CCSc1nnc2sc3ccccc3n12	100	99	104	-2	102	96	7	-4
CC1CCc2c(sc3nc(C(C)(C)C)nc(N4CCN(C(=O)CCl)CC4)c23)C1 (configuration not stated)	91	101	101	0	99	101	-3	2
Cc1cc(C)c2nc(SCC(=O)NCCN3C(=O)CSC3=O)cc(C)c2c1	96	106	99	2	108	96	-4	44

Source: PubChem BioAssay (several laboratories)
